High-throughput results from PubChem BioAssay.
PrPC TRFRET = reduces human prion protein on the cell surface; cell surface PrPC, TR-FRET read-out; inhibition, % at 13.8 µM; actives 0.43% (n = 370,000); in the data active = inhibition above about 24%; note: 0% = median of the test wells and 100% = reference compound wells
BoNT-F LC inh = inhibitors of Botulinum neurotoxin F light chain protease. Multiplex microsphere protease cleavage assay, flow cytometry. inhibition, % at 10 µM. actives 0.22% (n = 360,000); in the data active = inhibition above about 35%, passing the limit was not always enough; inconclusive = no clear call, values can overlap the other calls; note: plate controls were buffer without enzyme for full effect and enzyme alone for no effect
CCHFV vOTU inh = CCHFV vOTU protease inhibition | Pep-AMC fluorescence | inhibition, % at 11.5 µM | actives 0.55% (n = 370,000); note: 0% = vehicle wells with enzyme and 100% = no enzyme wells
BoNT A protease = BoNT A light chain protease inhibition. actives 0.17% (n = 360,000). inhibition, % at 10 µM. multiplex microsphere protease substrate cleavage, flow cytometry; in the data active = inhibition above about 30%; inconclusive = no clear call, values can overlap the other calls; note: plate controls were buffer without enzyme for full effect and enzyme alone for no effect
Mtb UGM inh = inhibitors of M. tuberculosis UDP-galactopyranose mutase; P9WIQ1; purified UGM, fluorescence polarization probe displacement; inhibition, % at 10 µM; actives 0.06% (n = 320,000); AID 504406; in the data active = inhibition above about 10%, passing the limit was not always enough; inconclusive = no clear call, values can overlap the other calls
Target sequence (P9WIQ1 whole entry, looked up): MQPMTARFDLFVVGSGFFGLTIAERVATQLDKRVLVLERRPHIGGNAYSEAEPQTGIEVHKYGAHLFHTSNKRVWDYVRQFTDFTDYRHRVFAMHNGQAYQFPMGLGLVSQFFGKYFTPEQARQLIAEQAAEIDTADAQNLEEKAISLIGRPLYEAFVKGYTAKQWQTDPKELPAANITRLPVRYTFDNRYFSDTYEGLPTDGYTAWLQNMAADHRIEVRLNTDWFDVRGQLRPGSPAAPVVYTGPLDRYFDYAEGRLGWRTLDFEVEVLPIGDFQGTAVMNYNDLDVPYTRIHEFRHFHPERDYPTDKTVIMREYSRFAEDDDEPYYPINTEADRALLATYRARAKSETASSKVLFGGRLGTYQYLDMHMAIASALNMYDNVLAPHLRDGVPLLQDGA
GDH-TPI counter = GDH-TPI coupled enzyme inhibition counter-screen; GDH-TPI coupled enzyme counterscreen, NADH absorbance; inhibition, % at 4.8 µM; actives 1.2% (n = 360,000);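 note: 0% = DMSO wells and 100% = wells lacking the enzyme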
Mtb BioA inh = BioA (M. tuberculosis) enzyme inhibition; purified M. tuberculosis BioA enzyme, plate reader; AID 602481; actives 0.096% (n = 360,000); inhibition, % at 9.99 µM; in the data active = inhibition above about 40%; inconclusive = no clear call, values can overlap the other calls
FadD28 binding = inhibitors of Mycobacterium tuberculosis FadD28 bisubstrate binding; actives 0.22% (n = 360,000); inhibition, % at 12.5 µM; FadD28 bisubstrate probe binding, fluorescence polarization; AID 588549; in the data active = inhibition above about 8.5%, passing the limit was not always enough; inconclusive = no clear call, values can overlap the other calls
FBA Mtb inh = inhibits M. tuberculosis FBA enzyme; P9WQA3; purified M. tuberculosis FBA, fluorescence read-out; inhibition, % at 1 µM; actives 2.3% (n = 360,000); AID 588726; in the data active = inhibition above about 27%;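 note: 0% = vehicle and 100% = reference inhibitor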
Target sequence (P9WQA3 whole entry, looked up): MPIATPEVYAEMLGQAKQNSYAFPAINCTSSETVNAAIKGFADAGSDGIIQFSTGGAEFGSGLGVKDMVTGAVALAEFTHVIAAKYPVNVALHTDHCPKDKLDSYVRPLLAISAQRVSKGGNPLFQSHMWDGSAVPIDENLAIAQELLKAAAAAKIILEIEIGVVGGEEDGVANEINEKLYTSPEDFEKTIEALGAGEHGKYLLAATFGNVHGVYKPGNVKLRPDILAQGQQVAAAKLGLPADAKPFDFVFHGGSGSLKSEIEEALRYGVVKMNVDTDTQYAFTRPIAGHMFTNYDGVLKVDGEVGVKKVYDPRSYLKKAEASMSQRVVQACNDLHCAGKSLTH
Active calls of the source: *; ? = inconclusive; / = not tested or not shown. Cut-off read from the data, not from the text of the source, unless noted: active = inhibition above about 30%; inactive = the rest. Rows are unselected; about 4.8% have a hit in one of these screens.

Second line of a record: PrPC TRFRET	BoNT-F LC inh	CCHFV vOTU inh	BoNT A protease	Mtb UGM inh	GDH-TPI counter	Mtb BioA inh	FadD28 binding	FBA Mtb inh
O=C(OCCOc1ccccc1Cl)c1cc(S(=O)(=O)N2CCCCC2)ccc1N1CCOCC1
    24	-4	11	0.5	/	-1	-1.7	-4.8	2
Cc1ccc(S(=O)(=O)Nc2ccc3c(c2)CCC3)cc1C
    7	4	14	0.2	-0.7	2	2.0	-6.2	1
OC(CNC1CCCCC1)CNC1CCCCC1
    4	-17	11	-2.6	-0.2	8	1.0	-0.6	1
CCOC(=O)c1c(NC(=O)OC)sc(C(=O)N(C)C)c1C
    -3	-2	-15	0.5	-2.1	7	/	-0.9	4
O=C(O)C1CCC(Cn2c(SCc3cc(=O)n4ccccc4n3)nc3ccsc3c2=O)CC1 (stereo not drawn)
    -2	0	8	0.2	-0.3	10	/	0.4	1
C1CN(CC23CC4CC(CC(C4)C2)C3)CCO1
    -2	16	1	1.0	-5.2	8	-1.2	-1.2	3
O=C(OCCN1CCCCC1)c1ccc(O)cc1
    6	5	12	2.8	-4.8	-1	-1.0	-0.8	3
COc1ccc2nc(N3C(=O)/C(=C/c4ccccc4)NC3=S)sc2c1
    6	1	-17	-0.2	-2.2	1	-1.7	-1.2	-3
CCN(CC)C(=O)C1=C(C)N(Cc2ccc(F)cc2)C(=O)C(CC(=O)NC(c2ccccc2)c2ccccc2)C1 (stereo not drawn)
    9	-3	11	-0.4	/	13	-1.3	-4.2	-5
CN(C)c1ccc(C(C(=O)NC2CCCC2)N(Cc2cccnc2)C(=O)c2snc(C(N)=O)c2N)cc1 (stereo not drawn)
    -5	2	5	-4.1	1.1	8	-0.5	0.6	-1
COc1cnc(-c2ccccn2)nc1Sc1ccccc1
    5	-3	5	-3.3	-1.7	0	/	-2.4	-1
CCC1(C)Cc2c(sc3nc4n(c(=O)c23)CCCS4)CO1 (stereo not drawn)
    -7	-5	-3	0.7	-0.4	16	-1.3	-0.2	5
CCn1c(C)cc2c(c1=O)C(c1ccncc1)C(C#N)=C(N)O2 (stereo not drawn)
    -4	2	2	-0.1	2.8	-3	2.9	0.3	2
CCOC(=O)c1ccsc1NC(=O)CCS(=O)(=O)c1ccccc1
    -5	10	-4	2.3	1.9	3	0.6	-3.9	-4
CN(Cc1cn(Cc2ccc(Cl)cc2)nn1)C1CN(Cc2cn(Cc3ccc(Cl)cc3)nn2)S(=O)(=O)C1 (stereo not drawn)
    -1	-1	11	-0.3	/	/	/	/	/
O=C(NCCN1CCN(C(=O)c2c(F)cccc2F)CC1)C(=O)Nc1ccc(Cl)cc1
    6	2	0	3.1	-0.6	-1	-1.7	-4.9	-1
CN(C)S(=O)(=O)c1ccc(N/C=C(\[N+](=O)[O-])S(=O)(=O)c2ccccc2)cc1
    -5	-3	4	-0.7	1.9	0	-0.3	-0.3	57*
Cc1ccc(C)c(NC(=O)C2C3CCCC2C3c2ccccc2)c1 (stereo not drawn)
    -2	12	12	-0.4	1.1	5	-0.3	-0.7	2
CC(=O)c1ccc(OCCCN2CCCCC2)cc1
    1	4	4	0.9	0.0	3	1.8	-2.7	7
Cc1ccc(C(=O)N/N=C\c2ccc(Br)o2)o1
    -9	-2	8	0.4	-0.2	58*	-0.6	-0.9	-3
N#Cc1ccccc1NC(=O)COC(=O)CCc1ccc(S(=O)(=O)N2CCCCC2)cc1
    -1	-6	6	-0.5	-0.8	2	/	-1.3	-1
CC(=O)Nc1ccc(/C=N/Nc2nncc3ccccc23)cc1
    0	48*	-7	5.0	5.6	15	-1.5	/	-2
CC12CC3(C)CC(C)(C1)CC(C(=O)NC1=NCCS1)(C2)C3
    0	-18	13	?	-2.2	22	0.5	-1.2	0
Cc1cccc(NC(=O)Cn2nnc3sc4c(c3c2=O)CC(C)(C)OC4)c1
    -13	21	-5	0.2	-0.8	5	0.0	-3.0	1
On1ccccc1=S
    42*	1	15	-0.1	-3.3	-5	-1.6	-2.8	-2
CCOC(=O)N1CCN(c2c(NCCCN(CC)Cc3ccccc3)c(=O)c2=O)CC1
    -5	-2	-5	-1.4	0.6	8	0.0	-1.3	-1
CCCCC(=O)Nc1c(-c2ccc(OC)c(OC)c2)c(=O)c2ccccc2n1C
    -1	21	-1	2.0	3.1	7	1.0	/	0
O=C(NCCCCc1ccccc1)c1ccccc1F
    -8	-35	-6	0.8	-0.4	0	1.9	-4.8	0
NC(=O)c1c(NC(=O)c2ccc(F)cc2Cl)sc2c1CCC2
    -2	10	14	-3.4	-2.6	-2	-0.8	-4.1	-2
Cc1cc(C)cc(NC(=O)Nc2ccccc2N2CCCCC2)c1
    8	-5	-21	0.3	1.6	0	-1.2	-1.4	0
CCOC(=O)C1CCN(C(=O)COC(=O)c2oc3ccc(OC)cc3c2C)CC1
    -1	/	22	/	/	-6	0.2	-2.7	40*
Cc1nn2c(COc3ccc(NC(=O)c4ccccc4Cl)cc3)nnc2c2ccccc12
    -1	0	15	0.3	-2.9	3	0.1	1.9	0
CCOC(=O)c1cc2cc(OC)ccc2n1C1CCN(C)CC1
    3	-4	-4	0.2	/	/	/	/	/
COc1ccc(NC(=O)c2c(C)noc2C(C)C)cc1S(=O)(=O)N1CCCCC1
    2	-1	-9	0.6	0.0	-14	1.0	-0.2	2
CCc1ccc(/C=C2/SC(=S)N(CC(=O)Nc3nc4ccccc4s3)C2=O)cc1
    0	-8	-3	0.9	0.1	11	-1.7	-3.5	0
Clc1ccc(C(c2ccccc2)c2ncc[nH]2)cc1 (stereo not drawn)
    4	-5	7	-1.1	1.5	-4	10	-4.7	-1
O=C(NCCCc1ccccc1)c1cccs1
    0	-7	-3	-1.2	-0.9	5	0.1	-0.1	0
C=CCNc1oc(Cc2cccc3ccccc23)nc1C#N
    3	-10	7	-0.7	1.1	6	1.3	-1.4	3
Cc1ccc2c(c1)C(=O)OC1(O)C3C4C=CC(C4)C3C(=O)N21 (stereo not drawn)
    -3	/	7	/	1.7	12	/	-1.1	-19
O=c1c2ccccc2ncn1-c1ccccc1F
    7	-2	-3	-0.3	-1.8	-2	1.1	-2.1	0
Cc1c(Cl)cccc1NC(=S)N(Cc1cccs1)C1CCCC1
    2	-5	-1	-0.6	-3.3	0	/	-6.1	-3
COCCNC(=O)c1ccc(N2CC3CC(C2)c2cccc(=O)n2C3)c(NC(=O)c2ccccc2Br)c1 (stereo not drawn)
    -6	-1	-5	0.3	/	9	0.8	0.1	0
O=C(N/N=C/c1ccco1)C(O)c1ccccc1 (stereo not drawn)
    -6	1	14	-0.5	-2.3	2	/	-0.1	-2
Cc1ccc(OCC(=O)N/N=C/c2cn(C)c3ccccc23)cc1
    1	?	12	-6.7	-3.6	20	-0.4	-2.1	-1
COc1ccccc1OC(C)C(=O)NNC(=S)NC1CCCC1 (stereo not drawn)
    6	-2	-5	-0.4	0.4	-1	/	-3.5	-1
Cc1ccc(NC(=O)C2(C)CCN2C(=O)Cc2ccc(-c3ccccc3)cc2)cc1 (stereo not drawn)
    7	-12	9	-0.4	/	2	0.1	-8.7	-3
COc1cc(NC(=O)COC(=O)CCc2nc3ccccc3c(=O)[nH]2)cc(OC)c1
    2	-7	-24	-0.4	-0.3	0	-0.4	-3.4	3
O=C(COc1ccc(Cl)cc1)NCCSCc1ccccc1Cl
    1	0	5	0.4	-2.5	-5	-0.1	-3.9	-5
CCCNC(=O)C1(C)CCCN(C(=O)Cc2ccc(OC)c(OC)c2)C1 (stereo not drawn)
    -4	-1	0	0.3	/	7	-0.6	-0.4	3
Cn1c(=O)c2c(nc(N/N=C3\CCCc4ccccc43)n2Cc2ccc(F)cc2)n(C)c1=O
    5	-1	-16	0.3	-2.4	-2	/	-6.5	2

New compounds follow
Second line of a record: PrPC TRFRET	BoNT-F LC inh	CCHFV vOTU inh	BoNT A protease	Mtb UGM inh	GDH-TPI counter	Mtb BioA inh	FadD28 binding	FBA Mtb inh
Cc1cc(CC(C)C)n(-c2nc3ccccc3c(=O)n2OCC(N)=O)n1
    8	?	10	0.3	0.9	13	4.8	-1.8	0
CC(=O)c1cccc(NC(=O)/C(=C/c2ccco2)NC(=O)c2ccco2)c1
    0	-3	37*	0.0	0.5	20	-1.3	-2.1	-2
CN(C)c1ccc(P(=O)(COc2ccc([N+](=O)[O-])cc2)c2ccc(N(C)C)cc2)cc1
    -2	-8	4	-0.6	4.5	3	-1.0	0.3	0
CC(C)N1CCC(n2nccc2NC(=O)c2ccc3c(c2)OCO3)CC1
    4	-16	5	-0.5	-1.3	-2	-1.3	-3.3	-1

Part of the list above, tab-delimited.
SMILES	PrPC TRFRET	BoNT-F LC inh	CCHFV vOTU inh	BoNT A protease	Mtb UGM inh	GDH-TPI counter	Mtb BioA inh	FadD28 binding	FBA Mtb inh
Clc1ccc(C(c2ccccc2)c2ncc[nH]2)cc1 (stereo not drawn)	4	-5	7	-1.1	1.5	-4	10	-4.7	-1
O=C(NCCCc1ccccc1)c1cccs1	0	-7	-3	-1.2	-0.9	5	0.1	-0.1	0
C=CCNc1oc(Cc2cccc3ccccc23)nc1C#N	3	-10	7	-0.7	1.1	6	1.3	-1.4	3
Cc1ccc2c(c1)C(=O)OC1(O)C3C4C=CC(C4)C3C(=O)N21 (stereo not drawn)	-3	/	7	/	1.7	12	/	-1.1	-19
O=c1c2ccccc2ncn1-c1ccccc1F	7	-2	-3	-0.3	-1.8	-2	1.1	-2.1	0
Cc1c(Cl)cccc1NC(=S)N(Cc1cccs1)C1CCCC1	2	-5	-1	-0.6	-3.3	0	/	-6.1	-3
COCCNC(=O)c1ccc(N2CC3CC(C2)c2cccc(=O)n2C3)c(NC(=O)c2ccccc2Br)c1 (stereo not drawn)	-6	-1	-5	0.3	/	9	0.8	0.1	0
O=C(N/N=C/c1ccco1)C(O)c1ccccc1 (stereo not drawn)	-6	1	14	-0.5	-2.3	2	/	-0.1	-2
Cc1ccc(OCC(=O)N/N=C/c2cn(C)c3ccccc23)cc1	1	?	12	-6.7	-3.6	20	-0.4	-2.1	-1
COc1ccccc1OC(C)C(=O)NNC(=S)NC1CCCC1 (stereo not drawn)	6	-2	-5	-0.4	0.4	-1	/	-3.5	-1
Cc1ccc(NC(=O)C2(C)CCN2C(=O)Cc2ccc(-c3ccccc3)cc2)cc1 (stereo not drawn)	7	-12	9	-0.4	/	2	0.1	-8.7	-3
COc1cc(NC(=O)COC(=O)CCc2nc3ccccc3c(=O)[nH]2)cc(OC)c1	2	-7	-24	-0.4	-0.3	0	-0.4	-3.4	3
O=C(COc1ccc(Cl)cc1)NCCSCc1ccccc1Cl	1	0	5	0.4	-2.5	-5	-0.1	-3.9	-5
CCCNC(=O)C1(C)CCCN(C(=O)Cc2ccc(OC)c(OC)c2)C1 (stereo not drawn)	-4	-1	0	0.3	/	7	-0.6	-0.4	3
Cn1c(=O)c2c(nc(N/N=C3\CCCc4ccccc43)n2Cc2ccc(F)cc2)n(C)c1=O	5	-1	-16	0.3	-2.4	-2	/	-6.5	2
Cc1cc(CC(C)C)n(-c2nc3ccccc3c(=O)n2OCC(N)=O)n1	8	?	10	0.3	0.9	13	4.8	-1.8	0
CC(=O)c1cccc(NC(=O)/C(=C/c2ccco2)NC(=O)c2ccco2)c1	0	-3	37*	0.0	0.5	20	-1.3	-2.1	-2
